Source: PubChem (National Center for Advancing Translational Sciences (NCATS))
Tau FP inhib – blocks human tau fibril formation measured by polarization; K18 P301L tau heparin fibrillization, Alexa594 FP, 6 h; Potency, µM (highest dose often 57.7 µM), without a hit: at the highest dose activity, negative = inhibition, actives largely listed as inhibitors; actives 0.39% (n = 280,000); also: potency is read from the fitted curve at half-maximal effect; % is scaled to controls: 0 for no effect and ±100 for the full control effect; nearly all actives have a fitted effect of over 55% in size
Target sequence (P10636 561-689 P618L limits assumed): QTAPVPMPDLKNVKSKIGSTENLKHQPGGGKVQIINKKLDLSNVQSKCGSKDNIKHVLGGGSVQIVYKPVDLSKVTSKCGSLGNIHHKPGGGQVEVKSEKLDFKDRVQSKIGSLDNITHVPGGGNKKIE
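Human K18 P301L fragment (15 uM unlabeled plus 0.24 uM Alexa 594-labeled) in 100 mM sodium acetate pH 7 with compound, aggregation induced by 20 uM heparin for 6 hr at 37 C. ThT (30 uM) added for 1 hr, then Alexa 594 FP read.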
Tau fluor counter – counter-screen for tau fibril formation inhibitors | actives 0.93% (n = 280,000) | Potency, µM (series often up to 57.7 µM), inactives show at the highest dose activity change, negative = decrease | AID 1463 | tau K18 P301L Alexa594 fluorescence, heparin fibrillization; also: potency is read from the fitted curve at half-maximal effect; % is scaled to controls: 0 for no effect and ±100 for the full control effect; nearly all actives have a fitted effect of over 55% in size
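Human tau K18 P301L (15 uM unlabeled, 0.24 uM Alexa 594-labeled) in 100 mM sodium acetate pH 7 with 20 uM heparin, 6 hr at 37 C. ThT 30 uM added, 1 hr ambient; Alexa 594 FP and total fluorescence read at 555/632 nm.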
TexasRed fluor – Texas Red fluorescence interference in TRb-SRC2 counter-screen; Potency, µM (series often up to 106 µM), without a hit: at the top dose fluorescence change, negative = quenching; actives 0.29% (n = 280,000); TRb/SRC2 Texas Red total fluorescence interference; active = well fitted curve in either direction with a large enough effect; inconclusive = small, poorly fitted or top-dose-only effect; also: potency is read from the fitted curve at half-maximal effect; % is scaled to controls: 0 for no effect and ±100 for the full control effect
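Human TRβ ligand-binding domain (0.6 uM) and Texas Red SRC2 peptide (20 nM) in Tris buffer with 1 uM T3 and 5% DMSO were incubated with pinned compound for 5 hr at ambient temperature. Total fluorescence was computed as S + 2P (555/632 nm).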
Epigenetic derep – regulators of epigenetic silencing causing reporter derepression in mouse cells; Potency, µM (doses to about 53.9 µM), without a hit: at the top dose GFP activation, hits mostly activators; actives 0.2% (n = 280,000); murine LDR cells, GFP reporter derepression, 30 h; also: potency is read from the fitted curve at half-maximal effect; % of control where 0% means no effect; nearly all actives have a fitted effect of over 60% in size
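Derepression of a silenced CMV-GFP reporter in murine LDR cells is scored by enumerating GFP-positive cells with a laser-scanning microplate cytometer after 30 hours of treatment at 37 C.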
TRb-SRC2 inh – disrupts binding of human TR beta to SRC2. P10828. actives 0.065% (n = 280,000). TRbeta-SRC2 peptide binding, fluorescence polarization; receptor liganded with 1 µM T3. Potency, µM (top dose mostly 106 µM), without a hit: at the highest dose activity change, negative = inhibition, most hits filed as inhibitors;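 also: potency is read from the fitted curve at half-maximal effect; plate controls were bound peptide for no effect and peptide without receptor for full effect; nearly all actives have a fitted effect of over 50% in size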
Target sequence (P10828 whole entry, looked up): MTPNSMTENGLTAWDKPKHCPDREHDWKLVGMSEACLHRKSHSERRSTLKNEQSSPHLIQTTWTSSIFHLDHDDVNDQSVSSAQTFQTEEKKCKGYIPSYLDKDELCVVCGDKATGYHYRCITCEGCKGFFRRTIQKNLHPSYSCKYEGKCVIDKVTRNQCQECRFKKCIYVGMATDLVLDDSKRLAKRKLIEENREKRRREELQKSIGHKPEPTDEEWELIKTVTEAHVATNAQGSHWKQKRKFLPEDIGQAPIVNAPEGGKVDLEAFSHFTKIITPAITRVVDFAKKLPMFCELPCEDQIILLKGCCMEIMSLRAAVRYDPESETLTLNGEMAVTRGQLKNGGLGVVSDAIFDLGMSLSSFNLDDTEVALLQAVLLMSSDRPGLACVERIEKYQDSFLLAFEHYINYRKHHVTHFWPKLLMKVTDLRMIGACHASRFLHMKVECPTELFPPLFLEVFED
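Compounds were added to 0.6 uM TRb ligand-binding domain and 20 nM Texas Red-labeled SRC2 peptide in Tris buffer containing 1 uM T3, incubated 5 hr at ambient temperature, then read by fluorescence polarization.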
NPSR antagonist – antagonists of human neuropeptide S receptor cAMP signaling; Q6W5P4; CHO-NPSR cells, cAMP TR-FRET, antagonist mode; Potency, µM (titrated, usually from 38.3 µM), for inactives: top-dose activity change, negative = inhibition, usual class: inhibitors; actives 1% (n = 220,000); also: potency is read from the fitted curve at half-maximal effect; % is scaled to controls: 0 for no effect and ±100 for the full control effect; nearly all actives have a fitted effect of over 50% in size; many of its hits are not listed in these tables
Target sequence (Q6W5P4 whole entry, looked up): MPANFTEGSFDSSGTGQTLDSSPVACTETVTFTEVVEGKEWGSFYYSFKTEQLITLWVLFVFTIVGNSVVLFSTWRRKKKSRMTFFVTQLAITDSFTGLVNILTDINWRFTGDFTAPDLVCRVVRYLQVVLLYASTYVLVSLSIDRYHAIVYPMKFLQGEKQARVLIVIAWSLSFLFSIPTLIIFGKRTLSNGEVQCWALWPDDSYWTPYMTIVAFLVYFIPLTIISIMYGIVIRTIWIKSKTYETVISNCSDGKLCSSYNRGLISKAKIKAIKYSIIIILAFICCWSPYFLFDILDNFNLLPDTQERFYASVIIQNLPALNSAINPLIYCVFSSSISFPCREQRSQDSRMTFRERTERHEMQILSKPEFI
GLA spleen mod – inhibits or activates alpha-galactosidase in human spleen homogenate | P06280 | human spleen homogenate, 4MU-alpha-Gal fluorescence, 40 min | Potency, µM (highest dose often 80 µM), for the others: at the highest dose activity change, negative = inhibition, hits mostly inhibitors | actives 0.008% (n = 240,000);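 also: potency is read from the fitted curve at half-maximal effect; 0% = enzyme with vehicle and -100% = no enzyme basal signal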
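Spleen homogenate 1 ug + cpd (titration) + 4-MU-alpha-D-galactopyranoside 1 mM; 37C 40 min; 50 mM citrate/phosphate pH 5.0, 0.01% Tween-20; stop pH 10; fluorescence 365/440; AC50 via Hill.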
CBFb-RUNX1 inh – blocks binding between human CBF-beta and RUNX1 | Q01196+Q13951 | Potency, µM (series often up to 59.8 µM), for the others: at the highest dose activity, negative = inhibition, most hits filed as inhibitors | 230,000 tested, under 10 active | AID 1477 | AlphaScreen CBFb-His/RUNX1-biotin binding, biochemical; also: % of control where 0% means no effect
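Inhibition was taken as any reduction in AlphaScreen signal from the CBF-beta–RUNX1 pair (His and biotin tags, 30 nM each), measured after compound (15 min) and bead (90 min) incubations at room temperature.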
* marks the source's active call; other numbers are inactive results; ? = inconclusive; nt = no result given; & = joins results of further samples; [ ] = another dose, or the depositor's remark. Unless noted, calls follow the shape of the dose curve; as a rule, active = well fitted curve in the direction sought with a large enough effect; inconclusive = small, poorly fitted or top-dose-only effect, or another doubt; inactive = no such curve, though single readings can be large; an effect the other way counts as inactive or inconclusive. Only part of the results is shown (hit frequency here may not be typical).

| SMILES | Tau FP inhib | Tau fluor counter | TexasRed fluor | Epigenetic derep | TRb-SRC2 inh | NPSR antagonist | GLA spleen mod | CBFb-RUNX1 inh |
| --- | --- | --- | --- | --- | --- | --- | --- | --- |
| O=S(=O)(NCC(c1ccco1)N1CCN(c2ccccc2)CC1)c1ccc(F)cc1 (stereo not given) | 14% | -30% | 1% | -0.9% | 11% | -19%[46.1 µM] | -1% | -10% |
| Cc1nnc(Sc2nc3ccccc3o2)c2ccccc12 | -3% | -3% | 0% | 4.8% | -2% | 6%[46.1 µM] | -11% | 0% |
| O=C(Nc1ccc(Cl)cc1)C1c2cccc[n+]2CC(=O)N1Cc1ccc2c(c1)OCO2 (stereo not given) | 0% | -30% | -1% | 3.2% | 0% | -26% | 2% | -9% |
| O=C(CCS(=O)(=O)c1nc(-c2ccc3c(c2)OCO3)cc(C(F)(F)F)n1)Nc1ccccc1F | -2% | -15% | -3% | ? | -3% | nt | nt | nt |
| CCOc1ccc(-c2ccc(SCC(=O)N3CCOCC3)nn2)cc1 | 6% | -2% | -3% | -0.5% | 1% | 6% | 6% | -3% |
| O=C1Cc2ccccc2Sc2cc(OCCCN3CCCCC3)ccc21 | 4% | -4% | 2% | 1.1% | -2% | -33% | 6% | 8% |
| CCc1ccc2c(c1)c(=O)c(C(=O)c1ccc(C)cc1)cn2CC(=O)Nc1ccc2c(c1)OCCO2 | -19% | -21% | -1% | 12% | 6% | nt | nt | nt |
| COc1ccc(S(=O)(=O)NC(C)C(=O)Nc2cccc(C(C)=O)c2)cc1 (stereo not given) | -4% | -1% | 0% | -1.1% | 1% | -7%[46.1 µM] | 2% | 7% |
| C[n+]1c2n(c3ccccc31)N=C(c1cc(C(C)(C)C)c(O)c(C(C)(C)C)c1)CS2 | -6% | -2% | -1% | 1.0% | 1% | ? | -3% | -5% |
| CCn1c(=O)c([N+](=O)[O-])c(NCCc2ccc(OC)c(OC)c2)c2ccccc21 | 1% | 5% | -2% | 0.9% | 0% | 12% | 5% | 3% |
| C#CC(CC)(CC)NC(=O)/C=C/C(=O)O | 1% | -5% | -4% | 2.2% | -4% | -15% | -1% | 8% |
| O=C(O)CCCC(=O)Nc1ccccc1C(=O)O | -9% | -9% | -3% | -1.0% | -10% | -2%[46.1 µM] | -1% | 5% |
| Cc1cc(C)c(C(=O)COc2cccnc2[N+](=O)[O-])cc1C | ? | ? | -2% | 2.0% | -19% | -18%[46.1 µM] | 2% | -27% |
| COc1ccc(-c2[nH]ncc2CN2CCC(C(=O)c3ccc(F)cc3)CC2)cc1 | -19% | -3% | -1% | 1.1% | -1% | 2% | 6% | 12% |
| CN(Cc1ccccc1)c1ccc(S(=O)(=O)N2CCOCC2)cn1 | -6% | -14% | -2% | -0.3% | 9% | -7%[46.1 µM] | -3% | -2% |
| C=CCC(C)(NCc1ccccc1)C(=O)OCC (stereo not given) | -1% | -6% | -2% | -1.1% | 2% | nt | -7% | 14% |
| CC(=O)c1ccc(OC2C(O)COC2/C=C/c2ccc(Cl)cc2)cc1 (stereo not given) | -9%&-2%[11.6 µM] | -6%&-10%[11.6 µM] | -12%&3%[11.2 µM] | 0.0%&0.0%[10.1 µM] | 4%&5%[11.2 µM] | nt | 14%&3%[17.5 µM] | 13%&14%[13.1 µM] |
| COc1ccc(C(C)=O)c2c1OCCO2 | 6% | -8% | 1% | -2.1% | 1% | 6%[7.67 µM] | -15% | 10% |
| CCN(CC)C(=O)CSc1nc(N)c(-c2ccccc2)c(=O)[nH]1 | -2% | -6% | -2% | -2.4% | -6% | -7% | 6% | 9% |
| CC1CCCN(c2nc3c(c(=O)[nH]c(=O)n3C)n2Cc2ccccc2Cl)C1 (stereo not given) | 1% | 10% | -2% | -0.8% | ? | -19%[46.1 µM] | -3% | -5% |
| Cc1cc(C)c2c(N)c(C(=O)N/N=C/c3ccccc3)sc2n1 | 9% | ? | -3% | 1.1% | 2% | -7% | 8% | 17% |
| O=C(CCc1ccccc1)Nc1nc2nc(-c3ccccc3)cc(=O)n2[nH]1 | 6% | 3% | -1% | -1.1% | 2% | -4%[46.1 µM] | 4% | -3% |
| Cc1nnc(NC(=O)CSc2ccc3nnc(-c4ccccn4)n3n2)s1 | -1% | -3% | 1% | -0.5% | 5% | 28% | 1% | ? |
| CN/C=C1\C(=O)C(C)(C)Oc2ccc3ccc(=O)oc3c21 | -1% | -7% | -2% | -4.6% | -10% | -20%[46.1 µM] | -17% | 1% |
| O=C(C1CCCCN1S(=O)(=O)c1ccccc1[N+](=O)[O-])N1CCCC1 (stereo not given) | -4% | -1% | -3% | -3.2% | 0% | 1% | 8% | -11% |
| COc1ccc2c(c1)Cc1sc(NC(=O)c3ccco3)nc1-2 | 7% | ? | -10% | -0.9% | 2% | -20%[46.1 µM] | 4% | -2% |
| CCOC(=O)c1c(C)nc2ccccc2c1-c1ccccc1 | 5% | -7% | -3% | -1.1% | -5% | -14% | 7% | 23% |
| O=C(CSc1nc2ccccc2nc1Cc1ccccc1F)Nc1cccc(C(F)(F)F)c1 | ? | ? | 1% | 6.7% | 5% | nt | nt | nt |
| Cc1cc(F)ccc1NC(=O)C(C)n1c2ccccc2c2nc(=O)cc(C)n21 (stereo not given) | -7% | -6% | -2% | 1.1% | 6% | -4% | -5% | -3% |
| Nc1ncnc2c1ncn2[C@H]1CC[C@@H](CO)O1 | 3% | 5% | 5% | -1.3% | -7% | nt | 3%&9% | 5%[21.7 µM] |
| C/C(CC(=O)Nc1cccc(Cl)c1C)=N\NC(=O)C(=O)NCC(C)C | 10% | -1% | -4% | -1.1% | 2% | 7% | -9% | -3% |
| COC(=O)c1cc(S(=O)(=O)N(C)C2CCCCC2)oc1C | -2% | -15% | -1% | 1.1% | -1% | 2% | -3% | 7% |
| CCOC(=O)N1CCN(CC(O)COc2ccccc2C(C)C)CC1 (stereo not given) | -1% | 1% | 1% | -0.9% | -21% | 5%[46.1 µM] | 8% | 4% |
| Cc1cc(C(F)(F)F)c2c(N)c(C(=O)Nc3c(Cl)cccc3Cl)sc2n1 | 3% | -13% | -4% | 0.0% | 7% | nt | nt | nt |
| CN(C(=O)CSc1nc2c(c(=O)[nH]1)CCC2)c1ccccc1 | 3% | 0% | -1% | -2.6% | 0% | 7% | -2% | -2% |
| O=C(Nc1ccc(Cl)c(Cl)c1)Nc1ccccc1NS(=O)(=O)c1cccs1 | 14µM* | 7.1µM*[quencher] | -2% | -0.5% | 11% | -32% | -20% | -7% |
| O=C(CSc1nnc(-c2ccco2)o1)NC(=O)Cc1ccccc1 | -2% | -14% | 0% | 1.0% | -4% | 1%[46.1 µM] | 2% | 1% |
| Brc1cc2c(cc1/C=N/Nc1nc(N3CCCCC3)nc(N3CCCCC3)n1)OCO2 | -11% | -18% | -1% | 8.1% | 1% | -14% | -4% | -2% |
| COc1ccc2c(c1OC)C(=O)OC2CC(=O)c1ccc(N(C)C)cc1 (stereo not given) | 3% | 0% | -8% | 2.0% | 1% | -2%[46.1 µM] | 4% | 1% |
| Cc1nc(SCC(=O)Nc2ccc3c(c2)OCCO3)c2oc3ccccc3c2n1 | 2% | -25% | -9% | -0.1% | 3% | -23%[46.1 µM] | 3% | 0% |
| Nn1c(-c2ccccc2)nc2ccccc2c1=O | 6% | 1% | -1% | 0.9% | 2% | -10% | 1% | 2% |
| COc1ccc(N2CCN(C(=O)c3ccc4ccccc4n3)CC2)cc1 | 11% | -13% | -1% | -1.0% | 2% | -7% | -2% | -6% |
| Nc1ccc2nc(Cc3ccccc3)[nH]c2c1 | 4% | ? | -4% | -2.7% | 5% | -3% | 5% | nt |
| COCCN(C(=O)Cc1cccs1)C(C(=O)NCc1ccc(OC)cc1)c1ccccc1 (stereo not given) | 3% | -13% | 2% | -1.8% | -6% | 3%[46.1 µM] | -2% | 19% |
| CC(=O)Nc1ccc(S(=O)(=O)NCCSCc2c(Cl)cccc2Cl)cc1 | ? | ? | 1% | 0.0% | 4% | -14%[46.1 µM] | 0% | -4% |
| Cc1cc(C)cc(NS(=O)(=O)c2ccc(-n3cccn3)cc2)c1 | -13% | ? | -2% | -5.7% | 1% | nt | nt | nt |
| CCN(CC)c1ccc(C(=O)OCc2cc(=O)oc3cc(O)ccc23)cc1 | ? | ? | -1% | 5.0% | 2% | -26%[46.1 µM] | ? | -5% |
| COc1ccc(S(=O)(=O)/N=C2/NC(=O)/C(=C/c3ccco3)S2)cc1 | ? | -13% | ? | -0.9% | 12% | -19% | -8% | -3% |
| CCNc1nc(NC(C)(C)C)nc(N2CCCC2)n1 | 6% | 4% | 3% | 1.0% | -17% | 1%[46.1 µM] | 1% | 15% |
| COc1ccc(-c2nc3ccccc3c(=O)n2NC(=S)N(C)C)cc1 | ? | -17% | 0% | 0.0% | 0% | 11% | 5% | 9% |

Later entries:
| SMILES | Tau FP inhib | Tau fluor counter | TexasRed fluor | Epigenetic derep | TRb-SRC2 inh | NPSR antagonist | GLA spleen mod | CBFb-RUNX1 inh |
| --- | --- | --- | --- | --- | --- | --- | --- | --- |
| N#CC(C#N)=C(N)/C(C#N)=C/c1cc(O)c(O)c(O)c1 | ? | ? | -11% | 0.8% | -2% | nt | -1% | -19% |
| Cn1c(=O)n(C)c2cc(S(=O)(=O)NCCO)ccc21 | 3% | -6% | -6% | 0.0% | 4% | 0%[46.1 µM] | 18% | 1% |
| C=CCNC(=S)N/N=C/c1ccc(OCc2ccccc2Cl)cc1 | -15% | -10% | 1% | -0.1% | -3% | -7%[46.1 µM] | -3% | -1% |
| COc1ccccc1-n1cnc2cc(NCc3ccco3)ccc21 | -5% | -15% | -2% | -3.0% | -2% | ? | 9% | ? |
| COc1ccc(CCNC(=O)CCc2c(C)nc3c(c(C)nn3-c3ccc(C)c(C)c3)c2C)c(OC)c1OC | -2% | -18% | -18% | 3.1% | 0% | nt | nt | nt |
| CCOC(=O)c1ccccc1NC(=O)CSc1nnc(Cc2cccn2C)n1-c1ccc(F)cc1 | -3% | -13% | 2% | 0.0% | -11% | ? | -5% | -4% |
| COC(=O)c1ccc(OC(=O)c2nn(C)cc2Cl)c(OC)c1 | 2% | 1% | 1% | -0.6% | -9% | 10%[7.67 µM] | ? | 9% |
